Source: PubChem
TRPM1 prom inh: MITF TRPM1 promoter inhibition in SK-MEL-5 cells | AID 488899 | 330,000 compounds, 0.83% hits | inhibition, % at 12.5 µM | SK-MEL-5 TRPM1 promoter luciferase, 24 h;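 active = mean inhibition across replicates of 60% or more, whatever share of single replicates reaches that level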; also: values of inactives mirror those of a sister screen read the other way
PDI inh: blocks human protein disulfide isomerase activity; P07237; PDI insulin aggregation turbidity, A650, 90 min; inhibition, % at 10 µM; 350,000 compounds, 0.052% hits; AID 588391;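 active = mean inhibition across replicates of 30% or more, whatever share of single replicates reach that level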;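 also: absorbance from insulin aggregation driven by PDI reduction with DTT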
Target sequence (P07237 whole entry, looked up): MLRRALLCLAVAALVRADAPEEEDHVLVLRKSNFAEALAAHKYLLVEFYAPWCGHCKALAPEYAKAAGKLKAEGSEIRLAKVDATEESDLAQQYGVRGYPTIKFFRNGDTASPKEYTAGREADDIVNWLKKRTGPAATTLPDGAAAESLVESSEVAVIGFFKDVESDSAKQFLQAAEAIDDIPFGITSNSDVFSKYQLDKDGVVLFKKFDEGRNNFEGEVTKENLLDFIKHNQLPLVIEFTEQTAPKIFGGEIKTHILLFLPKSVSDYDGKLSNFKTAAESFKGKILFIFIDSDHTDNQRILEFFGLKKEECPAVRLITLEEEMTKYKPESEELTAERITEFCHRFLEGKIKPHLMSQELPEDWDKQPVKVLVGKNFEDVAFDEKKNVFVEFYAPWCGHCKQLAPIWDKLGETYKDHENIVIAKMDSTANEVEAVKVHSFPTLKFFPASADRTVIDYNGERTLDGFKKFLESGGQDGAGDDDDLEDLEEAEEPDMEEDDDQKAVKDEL
Shn3 3UTR inh: reduces Shn3 3'UTR luciferase signal in osteoblasts; inhibition, % at 12.5 µM; Clone20 osteoblast Shn3 3'UTR firefly luciferase, 24 h; 360,000 compounds, 0.52% hits;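 active = mean inhibition of at least 75% with every replicate also reaching 75%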;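 also: 0% = median of neutral control wells and 100% = pilot-screen positive control compound; some compounds past the cut are filed as inactive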
Cardio protect: protects H9c2 cardiomyocytes from peroxide injury; H2O2 injury protection, ATPLite, 2 h; protection from H2O2 cell death, % at 20 µM; 360,000 compounds, 0.63% hits; AID 588492;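 active = compounds giving at least 50% protection of heart cells from peroxide-induced death in the single-dose screen, raw or plate-pattern-corrected value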;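 also: 0% = DMSO wells with peroxide and 100% = DMSO wells without peroxide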
CaV13 FRET inh: Disruptors of the CACNA1D IQ motif to Ca2+-dependent inactivation inhibitor domain association, primary screening, Förster resonance energy transfer in intact living …; HEK cells, CFP/YFP FRET ICDI-IQ, plate reader, 10 min; percent FRET-ratio fall versus neutral wells; inhibition, % at 12.3 µM; 340,000 compounds, 0.098% hits;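 active = mean replicate inhibition of at least 30% and at least 1% of replicates passing that level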;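 also: 0% = median of the neutral control wells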
iPSC survival up: increases survival of single human iPS cells | survival enhancement, % at 20 µM | 360,000 compounds, 0.044% hits | hiPSC single-cell survival, ATPlite luminescence; 100% = ROCK inhibitor wells, 0% = DMSO | AID 602274; in the data active = survival enhancement above about 18%;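 also: cells exposed to compounds for 16 hours before the ATP read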
HTR2A ag: activates the mouse 5-HT2A serotonin receptor; P35363; CHO-K1 mHTR2A beta-arrestin complementation, luminescence; percent of 30 µM serotonin response; activation, % at 7.6 µM; 360,000 compounds, 0.66% hits;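 active = activation above a run cutoff, the mean activation of all tested compounds plus 3 SD, cut at about 14% in these data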;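 also: 0% = plate median of compound wells and 100% = 30 µM serotonin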
Target sequence (P35363 whole entry, looked up): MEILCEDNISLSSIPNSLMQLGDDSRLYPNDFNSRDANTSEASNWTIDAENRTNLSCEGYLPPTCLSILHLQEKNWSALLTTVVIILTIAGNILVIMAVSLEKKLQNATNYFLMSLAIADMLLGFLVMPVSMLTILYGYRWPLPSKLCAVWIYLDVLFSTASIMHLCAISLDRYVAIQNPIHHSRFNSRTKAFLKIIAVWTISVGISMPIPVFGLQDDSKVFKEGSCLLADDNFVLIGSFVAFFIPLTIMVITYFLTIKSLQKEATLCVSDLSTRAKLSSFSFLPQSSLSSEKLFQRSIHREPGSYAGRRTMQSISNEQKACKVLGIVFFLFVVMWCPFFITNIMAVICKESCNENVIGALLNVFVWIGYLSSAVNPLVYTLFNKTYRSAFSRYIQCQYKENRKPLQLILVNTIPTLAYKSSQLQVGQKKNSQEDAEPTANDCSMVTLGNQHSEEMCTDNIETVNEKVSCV
NR2E3 ag-1: agonists of human NR2E3 nuclear receptor; CHO-S Gal4-NCOR/VP16-NR2E3 two-hybrid, luciferase; inhibition of corepressor binding, % at 3.98 µM; 360,000 compounds, 0.35% hits; AID 602229;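 active = inhibition above the mean of all tested compounds plus 3 SD, cut at about 70% in these data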;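 also: 0% = DMSO with NR2E3 transfected cells and 100% = cells lacking NR2E3 construct; higher means lower luciferase signal from less NR2E3 corepressor binding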
NR2E3 ag-2: NR2E3 (human) agonism | inhibition of corepressor binding, % at 4.78 µM | GST-NR2E3/biotin-RetCOR TR-FRET, 1536-well | 320,000 compounds, 0.12% hits | AID 2300;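 active = percent inhibition above the cutoff of mean plus 3 SD of all tested compounds, set per screening campaign, cut at about 20% in these data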;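 also: 0% = DMSO wells and 100% = biotin wells as full block of FRET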
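System: GST-tagged NR2E3 plus biotinylated RetCOR corepressor; Buffer or medium: pH 7.5 Tris-based buffer; Probe or stimulus: RetCOR corepressor, biotinylated, 7 nM; Doses: compound at 4.8 µM, single dose; Schedule: 5 h incubation at 4 °C; Technique: time-resolved FRET; Evaluation: percent inhibition of TR-FRET ratio; Replication: one well per compound, singlicate testing.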
HIF-2a inh: inhibitors of HIF-2a. 786-0 RCC cells HIF-2a reporter, luciferase luminescence, overnight. inhibition, % at 18.8 µM. 360,000 compounds, 0.72% hits. AID 624352;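 active = inhibition of the luminescence signal of 40% or more relative to plate controls, in a single-dose primary screen at 18.75 µM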
Peg3 promoter: inhibitors of Peg3 promoter; HeLa PEG-Prom luciferase reporter, luminescence, overnight; inhibition, % at 20 µM; AID 588405; 360,000 compounds, 1.7% hits;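 active = inhibition of at least 50% at 20 µM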
* hit, by the source's call; / = no result given.

SMILES	TRPM1 prom inh	PDI inh	Shn3 3UTR inh	Cardio protect	CaV13 FRET inh	iPSC survival up	HTR2A ag	NR2E3 ag-1	NR2E3 ag-2	HIF-2a inh	Peg3 promoter
C=CCn1c(=S)sc2c(=O)[nH]cnc21	/	3	18	14	-17	-0.7	0	-23	3	15	4
COc1ccc(CCNC(=O)c2cccc(S(=O)(=O)N3CCCCCC3)c2)cc1	4	1	4	3	-5	0.0	-2	-25	2	7	9
O=C(NCc1cccnc1)c1csc([C@H]2C[C@H](O)[C@@H](CO)O2)n1	/	-1	16	6	-5	-3.1	-2	-41	/	10	-6
O=C(CCCC(=O)OCC(=O)c1cccs1)Nc1ccc(Oc2ccccc2)cc1	-2	12	-1	-10	/	0.9	-3	-16	1	20	14
NS(=O)(=O)c1ccc(NC(=O)c2ccc(F)cc2F)c(NC(=O)c2ccc(F)cc2F)c1	9	-4	-16	-2	-5	-0.2	4	5	1	-2	4
O=C(CNC(=O)c1ccccc1Cl)Nc1ccc(F)cc1	-12	-5	-9	1	-11	1.5	-1	-18	4	-38	-49
Cc1ccc(N(CC(=O)NCC2CCCO2)S(=O)(=O)c2ccccc2)c(C)c1 (configuration not stated)	/	-2	-8	0	-3	-0.6	3	12	-3	6	4
COCCOn1c(SCCOC)nc2ccccc2c1=O	-2	9	-27	0	-5	1.4	5	12	-1	19	17
O=C(Cn1cnc2scc(-c3ccccc3)c2c1=O)NCc1ccco1	-35	-8	18	2	-19	-0.3	0	-2	4	17	4
CCCCCN(C(=O)NC(=O)Nn1cnnc1)S(C)(=O)=O	1	4	1	-1	-7	-1.1	5	24	2	20	14
O=C(CSc1nnc(-c2ccncc2)o1)Nc1ccc(F)c(F)c1	/	13	-7	0	-7	4.2	2	1	3	-57	-44
COc1ccc(C)cc1NC(=O)C1CC(=O)N(CCc2ccccc2)C1 (configuration not stated)	-1	-2	-16	19	-2	0.0	0	21	7	11	3
N#Cc1c(=O)c2nc(NCc3ccccc3)ncc2n2ccccc12	-4	-5	-7	7	-7	2.9	1	11	-5	16	14
O=[N+]([O-])c1ccc(Nc2ccccc2O)c([N+](=O)[O-])c1	/	0	-3	-7	-5	1.3	-4	-26	/	-7	7
Cc1ccc2nc(C(=O)N3CCCC(Nc4ccc(F)cc4)C3)cn2c1 (configuration not stated)	-15	12	-28	0	/	0.3	-1	-20	1	-80	-72
COc1ccc(CC(O)CO)cc1OCc1ccccc1 (configuration not stated)	/	3	6	-5	-2	-2.3	-4	-43	/	5	3
COC(=O)c1ccc(N)cc1O	-1	-19	-10	9	/	3.8	4	8	-3	1	6
Cc1ccccc1-c1ccc(=O)n(CC(=O)Nc2ccc(N3CCOCC3)cc2)n1	9	5	-7	2	-6	0.4	-7	-7	6	2	-2
NC(=O)NCCCC(NC(=O)c1ccc(C#CC2(O)CCCCC2)cc1)C(=O)O (configuration not stated)	-5	-3	-1	1	-4	-3.0	-1	-14	-2	5	9
NC(=O)c1ccsc1NC(=O)COC(=O)/C=C/c1ccccc1[N+](=O)[O-]	9	-4	24	5	-3	-3.9	-5	-15	/	7	2

Sorted by value in HTR2A ag (smallest number first): some entries from above.
Structure | HTR2A ag
O=[N+]([O-])c1ccc(Nc2ccccc2O)c([N+](=O)[O-])c1 | -4
COc1ccc(C)cc1NC(=O)C1CC(=O)N(CCc2ccccc2)C1 (configuration not stated) | 0
COC(=O)c1ccc(N)cc1O | 4

Returning to the listing, starting 2 compounds before the break.
SMILES	TRPM1 prom inh	PDI inh	Shn3 3UTR inh	Cardio protect	CaV13 FRET inh	iPSC survival up	HTR2A ag	NR2E3 ag-1	NR2E3 ag-2	HIF-2a inh	Peg3 promoter
NC(=O)NCCCC(NC(=O)c1ccc(C#CC2(O)CCCCC2)cc1)C(=O)O (configuration not stated)	-5	-3	-1	1	-4	-3.0	-1	-14	-2	5	9
NC(=O)c1ccsc1NC(=O)COC(=O)/C=C/c1ccccc1[N+](=O)[O-]	9	-4	24	5	-3	-3.9	-5	-15	/	7	2
Cc1cc(C)nc(NC(=O)Cc2ccc(Br)cc2)n1	11	6	-7	1	1	2.6	4	7	3	1	-10
CC(=O)Nc1nc(C)nc(C)c1C(C)=O	9	4	17	8	/	-0.5	-2	-30	1	4	0
O=c1[nH]c(CN2CCOCC2)nc2ccccc12	4	-1	19	2	-2	-0.2	1	11	5	21	-7
COc1cc(NC(=O)c2cccnc2Sc2ccc(Cl)cc2)cc(OC)c1OC	-4	-11	9	4	-3	-0.5	-4	9	-3	6	28
COc1ccc(C(=O)COc2ccc(F)cc2)c(O)c1C	-10	4	2	-9	/	0.6	3	-40	2	-28	-27
Cc1nn(-c2ccccc2)c(N)c1N=Nc1cccnc1	-99	2	-77	-1	-4	-1.0	1	-69	1	-221	-181
COc1ccc(Cl)cc1S(=O)(=O)NC(C)c1cnn(-c2ccccn2)c1C (configuration not stated)	/	1	15	6	-15	-1.7	-4	-16	/	4	9
CC(=O)c1sc(NC(=O)c2oc3ccc(F)cc3c2C)nc1C	-67	-3	-85	-14	-2	-0.4	0	-79	/	-250	-188
C[C@@H]1CCCCO[C@H](CN(C)C(=O)Nc2ccccc2)[C@@H](C)CN([C@H](C)CO)C(=O)c2cc(NS(=O)(=O)c3cn(C)cn3)ccc2O1	/	-9	2	1	-10	-2.1	3	-13	/	-2	-5
Nc1ncc2c(n1)-c1ccccc1CC2	-19	-7	-20	0	7	0.4	0	-28	4	-34	-67
O=C(COC(=O)CCc1nc2ccccc2c(=O)[nH]1)Nc1ccc2c(c1)OCO2	7	6	-35	52*	-14	-0.5	-1	-16	2	7	3
CNC(=O)c1ccc(Nc2nnc(-c3ccc(C)c(S(N)(=O)=O)c3)c3ccccc23)cc1	13	2	-9	12	-20	-0.5	3	-25	-3	17	4
O=C(CCSCCc1ccccn1)Nc1cccc([N+](=O)[O-])c1	-13	-34	14	2	1	3.7	0	4	3	5	8
O=C(Nc1cccc(C(=O)NC2CC2)c1)c1ccc(F)c(S(=O)(=O)N2CCOCC2)c1	9	5	-1	1	-5	-0.1	7	-6	/	3	-10
CN(C)CCNc1ncnc2ccccc12	-5	4	-13	0	-8	0.6	-3	-6	1	0	-6
O=S1(=O)N[C@@H](Cc2ccccc2)COc2cc(N3CC[C@H](O)C3)ccc21	/	/	/	/	-7	-1.1	-1	-19	/	-4	/
CCCn1c(=N)c(S(=O)(=O)c2ccccc2)cc2c(=O)n3cccc(C)c3nc21	-9	-1	7	8	3	-0.3	4	1	1	11	-1
CCc1ccc(NC(=S)NCc2cccnc2)cc1	4	0	11	-6	7	-0.9	-3	-15	6	-25	-1
CC(C)(CO)NCc1ccccc1OCC(=O)Nc1ccccc1	11	-4	-47	-4	-5	-0.8	3	-2	4	-85	-25
CCn1ccnc1CNC(=O)c1ccc2oc(CCCc3ccccc3)nc2c1	-29	-1	-4	0	/	-0.1	-11	-4	1	-84	-53
Cc1c(C(=O)N2CCC(Cc3ccccc3)CC2)sc2ncnc(N3CCC(C)CC3)c12	8	-3	19	-8	0	-2.4	0	-3	-4	12	10
CCN(CC)CCN1C(=O)C(=O)/C(=C(/O)c2ccccc2)C1c1ccccc1F (configuration not stated)	4	0	0	0	-5	-0.5	1	13	0	0	-5
Cc1ccc(S(=O)(=O)N2CCOCC2)cc1NC(=O)COC(=O)c1cc(=O)c2ccccc2o1	7	-8	6	2	-3	-3.0	-2	-19	1	14	-10
CCN(CC)CCN1C(=O)c2ccccc2NC1c1cc(OC)c(OC)c(OC)c1 (configuration not stated)	5	-2	13	0	-10	2.2	-3	3	-2	17	31
CC(C)c1ccc(NC(=O)C2CCCCC2C(=O)O)cc1 (configuration not stated)	0	8	-48	5	-5	7.5	-1	-1	-1	-19	-36
CCOC(=O)C1=CN(Cc2ccco2)S(=O)(=O)N(C)C1c1ccccc1 (configuration not stated)	-8	0	-9	12	-10	0.8	-5	-12	/	2	10
C=CCNc1nc(C(=O)OCC(=O)c2ccc(F)cc2)cs1	-24	-1	-37	-6	-6	0.1	-7	2	2	-35	-182
Nc1nnc(SCC(=O)NNC(=O)c2ccc(F)cc2)s1	/	5	-18	6	-7	0.7	13	0	0	6	9
O=C(OCC(=O)N1CCN(C(=O)c2ccco2)CC1)c1ccccc1NCCO	5	3	-6	8	-6	0.8	-1	-14	7	-14	-4
O=C(NCCS(=O)(=O)N1CCN(c2ccccc2)CC1)c1cccc(F)c1	9	4	0	-7	-16	0.2	2	-3	-6	2	4
CCOC(=O)C1CCCN(S(=O)(=O)c2cc3c(cc2Cl)NC(=O)CO3)C1 (configuration not stated)	2	/	20	2	-2	0.9	0	-5	0	3	-5
CCOC(=O)c1c(NC(=O)CSc2ncn[nH]2)sc(C(=O)N(C)C)c1C	1	-4	-4	-5	-2	-0.4	1	4	0	15	-22
CC(C)N(C(=O)CSc1nnc(NC(=O)Cc2cccs2)s1)C(C)C	/	-5	1	6	-1	-0.9	-9	4	-2	14	14
O=C(Nc1ccc(S(=O)(=O)Nc2nccs2)cc1)c1cccc(S(=O)(=O)N2CCOCC2)c1	1	-3	-9	-3	3	0.9	6	13	3	8	11
Cc1onc(-c2c(F)cccc2Cl)c1-c1nnc(-c2cccc3ccccc23)o1	/	-5	/	-13	-1	0.1	4	2	-3	12	49
CC12CN(C(=O)c3ccc(Cl)cc3)C3(C#N)CC1CCC23C (configuration not stated)	-14	1	12	0	-6	-0.1	1	-2	-1	11	-1
CCOC(=O)Cn1c(CN2CCOCC2)nc2c1c(=O)n(C)c(=O)n2C	/	/	19	2	-6	0.7	-3	-13	0	-4	7
S=C(NCCc1ccc(Cl)cc1)NC1CCCC1	-37	-5	13	-10	-9	-1.6	-4	-38	3	-114	-84
CCOC(=O)C1CCN(C(=O)CSc2ccc(Cl)cc2)CC1	-2	0	14	-1	-1	-2.2	-2	-23	0	24	-4
CC(=O)N1CCc2cc3nc(C)cc(C)c3cc21	1	-6	21	-4	-1	3.7	-3	-1	-1	-7	-19
Cc1ncccc1C(=O)N1CCCC(CCC(=O)N2CCN(c3ccccn3)CC2)C1 (configuration not stated)	-6	11	-10	0	-2	1.1	4	-15	-1	10	20
O=C(CN1C(=O)CSc2ccc(S(=O)(=O)N3CCOCC3)cc21)N1CCCCC1	9	5	7	8	-2	2.5	0	4	4	1	10
CC(OC(=O)C1CCN(S(=O)(=O)c2ccc(C(C)(C)C)cc2)CC1)C(=O)N1CCOCC1 (configuration not stated)	0	1	-8	-6	-7	0.4	10	-22	0	6	14
CC1=NN(C(=S)Nc2ccccc2)C(C)(C)C1	-11	4	-27	0	-7	-1.2	1	4	5	-38	-7
O=C(NC1CCC(O)CC1)c1cc(Cl)c2c(c1)OCCO2 (configuration not stated)	2	9	-32	-2	-5	0.4	-2	-11	/	-44	-34
